Bioassay records: PubChem, several laboratories
PP5 inh – inhibitors of human protein phosphatase 5 (PP5); P53041; 320,000 compounds, 0.18% hits; purified PP5c, OMFP substrate fluorescence; inhibition, % at 6.7 µM;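 active = inhibition above the campaign's mean inhibition across all tested compounds plus 3 SD, cut at about 9.5% in these data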;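 note: 0% = DMSO only and 100% = 100 µM cantharidin control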
Target sequence (P53041 whole entry, looked up): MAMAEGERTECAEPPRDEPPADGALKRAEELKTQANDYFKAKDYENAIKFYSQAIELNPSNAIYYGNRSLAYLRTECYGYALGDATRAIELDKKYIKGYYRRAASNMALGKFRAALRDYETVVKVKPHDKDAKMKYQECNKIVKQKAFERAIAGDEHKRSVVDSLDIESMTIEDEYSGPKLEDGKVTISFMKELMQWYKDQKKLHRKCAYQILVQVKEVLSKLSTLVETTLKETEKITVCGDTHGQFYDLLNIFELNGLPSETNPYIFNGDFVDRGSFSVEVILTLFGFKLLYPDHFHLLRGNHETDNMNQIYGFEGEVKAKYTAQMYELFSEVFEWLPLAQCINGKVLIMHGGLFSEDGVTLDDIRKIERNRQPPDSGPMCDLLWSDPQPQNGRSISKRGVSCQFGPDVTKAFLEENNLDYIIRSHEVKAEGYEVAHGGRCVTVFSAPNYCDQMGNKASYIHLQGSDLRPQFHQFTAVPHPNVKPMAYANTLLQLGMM
HCV core dimer – HCV core protein dimerization inhibition; inhibition, % at 5 µM; TR-FRET GST/Flag-core106 dimerization, 1536-well; AID 1899; 300,000 compounds, 0.33% hits;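 active = inhibition above the mean of all tested compounds plus 3 SD, set per screening campaign, cut at about 45% in these data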
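test system = GST/Flag-tagged HCV core106 proteins | probe or stimulus = Eu donor and XL665 acceptor anti-tag antibodies | times = compound-protein-antibody incubation 4 h at 22.5 °C | signal = TR-FRET, excitation 340 nm, emission 617 and 671 nm | measure = percent inhibition of core106 dimerization signal | controls = wells lacking GST-core106 and wells with excess unlabelled core106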
ZTA counter – ZTA (EBV) inhibition in EBNA-1 counter-screen; P03206; inhibition, % at 11 µM; 320,000 compounds, 0.15% hits; ZTA-DNA binding, fluorescence polarization; in the data active = inhibition above about 33%
PP1 inh – blocks human PP1-alpha phosphatase, a PP5 counter-screen | P62136 | purified PP1alpha, OMFP fluorescence | inhibition, % at 6.7 µM | 320,000 compounds, 0.9% hits | AID 2235;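 active = inhibition above the mean inhibition of all tested compounds plus 3 SD, computed separately for each screening campaign, cut at about 15% in these data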
CR mimetic SO – lowers age-related superoxide in aged yeast cells | S. cerevisiae aged cells, superoxide DHE fluorescence; hits give low values | superoxide response (% of plate mean), % at 10 µM | 330,000 compounds, 0.18% hits;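 active = superoxide response under a set limit, about three screen SD below normal, cut at about 65% in these data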;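 note: yeast aged for seven days with compound at 30 °C before DHE staining; 100% = average MFI of all compound-treated wells on the plate with controls excluded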
Fh CTSL1 inh – cathepsin L1 inhibition, PFM18AAP counter-screen. recombinant F. hepatica cathepsin L1, Z-Leu-Arg-MCA fluorescence. inhibition, % at 5.96 µM. 300,000 compounds, 0.49% hits;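 active = inhibition above the mean of all tested compounds plus 3 SD, set per screening campaign, cut at about 17% in these data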;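 note: 0% = plate median of test compound wells and 100% = 1 µM Z-Phe-Ala-diazomethylketone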
GASC-1 inh – inhibitors of human GASC-1 (JMJD2C) demethylase; Q9H3R0; GST-JMJD2C(1-420) H3K9me3 demethylation, DELFIA europium; inhibition, % at 2.35 µM; 330,000 compounds, 0.069% hits; AID 2099;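 active = more than half of a compound's replicate wells show inhibition beyond 50%, single wells judged on their own value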;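 note: signal counts dimethyl H3K9 product captured on neutravidin plate; 0% = median of DMSO wells and 100% = 0.3 times that DMSO median; strong numbers were not always called active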
Target sequence (Q9H3R0 1-420 limits assumed): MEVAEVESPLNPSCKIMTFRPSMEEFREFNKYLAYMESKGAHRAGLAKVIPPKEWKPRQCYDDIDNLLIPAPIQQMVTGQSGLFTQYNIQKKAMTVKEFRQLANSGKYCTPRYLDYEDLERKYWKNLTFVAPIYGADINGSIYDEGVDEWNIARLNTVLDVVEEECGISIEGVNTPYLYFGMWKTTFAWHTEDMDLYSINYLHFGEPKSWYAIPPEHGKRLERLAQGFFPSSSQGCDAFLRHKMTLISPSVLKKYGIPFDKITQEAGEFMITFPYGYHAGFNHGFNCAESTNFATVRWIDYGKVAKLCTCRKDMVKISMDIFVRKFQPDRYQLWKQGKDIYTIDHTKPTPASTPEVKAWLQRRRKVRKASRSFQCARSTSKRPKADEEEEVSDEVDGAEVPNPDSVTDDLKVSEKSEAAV
TPT1 inh – inhibitors of Candida albicans tRNA 2'-phosphotransferase TPT1; recombinant caTPT1, FP RNA substrate dephosphorylation; inhibition, % at 5 µM; 300,000 compounds, 0.81% hits; AID 1962;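 active = inhibition above the mean of all tested compounds plus 3 SD, set per screening campaign, cut at about 24% in these data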;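 note: plate controls were DMSO alone for no effect and ferristatin control at 100 nM for full effect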
EBNA-1 inhibitor – blocks EBNA-1 binding to DNA | EBNA-1 DNA binding, fluorescence polarization | AID 1950 | inhibition, % at 14.8 µM | 300,000 compounds, 0.34% hits; in the data active = inhibition above about 28%
Active calls of the source: *.

SMILES	PP5 inh	HCV core dimer	ZTA counter	PP1 inh	CR mimetic SO	Fh CTSL1 inh	GASC-1 inh	TPT1 inh	EBNA-1 inhibitor
O=C(COC(=O)CNC(=O)c1ccco1)Nc1ccccc1OC(F)F	-0.7	-1	6	-1	100	5	6	2	-3
CN(CCn1ccnc1)Cc1cn(Cc2ccccc2)nc1-c1ccc2c(c1)OCO2	0.9	-3	-2	-1	93	1	-10	-6	0
CC(=O)Nc1nnc(SCC(=O)N2CCN(Cc3ccccc3)CC2)s1	0.9	-5	-7	-4	92	-4	5	-3	10
CCOC(=O)C1=C(C)OC(N)=C(C#N)C1c1ccc(OC)c(C)c1OC (stereo not drawn)	-1.7	3	1	-2	99	-16	0	1	11
COc1ccc(OC)c(N(CC(=O)N2CCCC2)S(C)(=O)=O)c1	1.4	-10	-13	-2	94	5	-6	0	-1
CS(=O)(=O)c1ncc(Cl)c(C(=O)Nc2ccc(OC(F)F)cc2)n1	-1.6	3	12	-4	98	2	-3	-1	-1
O=C(Nc1ccc2[nH]c(=O)[nH]c2c1)c1ccc(Cl)c(Cl)c1	1.7	-1	-12	4	101	1	4	0	-7
COC(=O)C1C(=O)CC(C)(O)C(C(=O)OC)C1c1ccccc1F (stereo not drawn)	1.0	2	7	-2	103	0	7	-2	-5
O=C1Cc2cc(S(=O)(=O)Nc3cccc([N+](=O)[O-])c3)cc3c2N1CCC3	2.2	-6	-11	2	94	0	2	-1	0
COc1ccc(C(C)(C)C)cc1NC(=O)Nc1ccc2c(c1)OCO2	9.3	11	4	8	94	4	-1	0	-7
Cc1cc2c(c(=O)n1CC1CCCO1)C(c1ccc3c(c1)OCO3)C(C#N)=C(N)O2 (stereo not drawn)	2.3	-4	-14	1	90	-4	19	-7	-6
CC(C)CN1CCN(CCCc2ccccc2)C(CCO)C1 (stereo not drawn)	-0.6	6	9	4	88	-4	-7	1	11
Cc1cccc(OCc2nnc(SCC(=O)OC3CCCCC3)o2)c1	4.0	5	-3	0	117	7	2	1	-3
CCC(=O)OCCn1c(=O)c2ccccc2c2ccccc2c1=O	4.0	-4	-9	1	74	0	-3	0	11
Nc1c(N2CCCC2)c2ccccc2oc1=O	-1.7	-3	4	-4	88	2	2	4	6
COc1ccc2c(c1OC)C[N+]1([O-])CCc3cc4c(cc3C1C2)OCO4 (stereo not drawn)	3.2	-6	-21	1	99	-2	2	-4	-3
Cn1c(=O)c2sccc2n2c(CCCC(=O)NC3CCN(Cc4ccccc4)CC3)nnc12	1.3	-2	-13	1	95	0	23	0	-16
O=C(c1ccccc1F)N1CCN(c2ccc([N+](=O)[O-])cc2-n2cccc2)CC1	3.7	6	3	2	115	9	-2	4	-4
Cc1ccc(CSc2nnc(CCCCCNC(=O)OC(C)(C)C)o2)cc1	1.1	5	-1	-5	93	-2	7	0	-8
Cc1cc2ncc(-c3ccccc3)nc2cc1C	2.0	9	-5	-6	90	-2	-7	0	1
O=C(Nc1nc(-c2ccc(F)c(F)c2)cs1)c1ccc(OCC2CCCO2)cc1 (stereo not drawn)	3.0	6	-10	-1	95	0	-1	0	13
Cc1cccc(Nc2nnc(SCc3cn4ccsc4n3)s2)c1	3.1	-3	-18	-1	89	-7	5	0	6
CCOC(=O)Nc1sc(NS(=O)(=O)c2ccccc2)nc1C	-0.2	-6	-18	-3	101	-3	23	3	2
COc1ccc2oc(=O)c(C(=O)N3CCN(c4ccccc4)CC3)cc2c1	0.1	-3	-2	1	66	9	0	2	4
COc1ccc(Cn2c(=O)c3c(nc(NCCO)n3C)n(C)c2=O)cc1	-2.5	-1	-2	-2	108	1	-3	-5	-2
NC(=O)N/N=C/c1cc(Br)ccc1OC(=O)c1ccccc1	4.0	0	-17	-2	98	-2	25	-1	0
Cc1cc(N2CCCC2=O)ccc1S(=O)(=O)N1CCOCC1	-0.9	0	-3	-1	91	0	1	-5	-1
Cc1ccc(CNS(=O)(=O)c2c(C)[nH]c(C)c2C(=O)N2CCCC2)cc1	3.5	-3	-5	-1	114	-6	6	-2	-7
Cc1ccc(NC(=O)CSCC(=O)N2c3ccccc3CCc3ccccc32)cc1	1.6	18	12	2	107	0	16	1	1
COCCNC(=O)Cn1ccc2cc(S(=O)(=O)N3CCCCCC3)ccc21	0.4	1	4	-1	111	1	-4	0	1
CC1(C)NC(=O)N(CC(=O)OCC(=O)Nc2cc(S(=O)(=O)N3CCCCCC3)ccc2Cl)C1=O	7.1	0	3	-3	85	-16	0	0	-6
O=C(CCCO)CCCCCCCCC[C@H]1N[C@H](CO)[C@@H](O)[C@@H]1O	0.2	3	-14	-2	102	-2	-1	1	10
CCOP(=O)(OCC)C(NC(=O)Nc1ccc(Cl)cc1)C(N)=O (stereo not drawn)	0.8	-7	-5	2	98	3	0	-3	10
CCN(Cc1ccccc1)C(=O)COC(=O)Cn1cnc2ccccc21	-0.5	0	10	0	76	1	8	0	-3
Cc1cccc(-c2cc3nc(-c4ccccc4)cc(=O)n3[nH]2)c1	0.1	0	19	23*	96	4	-1	-2	14
COc1ccccc1Oc1ccc(S(=O)(=O)NCc2ccccn2)cc1	-0.6	2	0	-2	85	-1	-1	2	11

Some of these compounds in order of their number in GASC-1 inh, high to low:
| smiles | GASC-1 inh |
| --- | --- |
| Cc1cccc(-c2cc3nc(-c4ccccc4)cc(=O)n3[nH]2)c1 | -1 |
| COc1ccc(OC)c(N(CC(=O)N2CCCC2)S(C)(=O)=O)c1 | -6 |
| CN(CCn1ccnc1)Cc1cn(Cc2ccccc2)nc1-c1ccc2c(c1)OCO2 | -10 |

Following part
SMILES	PP5 inh	HCV core dimer	ZTA counter	PP1 inh	CR mimetic SO	Fh CTSL1 inh	GASC-1 inh	TPT1 inh	EBNA-1 inhibitor
Cc1ccc(-n2ncc3c2CC(C)(C)CC3NC(=O)CCCN2CCCC2=O)cc1 (stereo not drawn)	3.8	6	-1	0	109	-2	-13	-1	0
O=C(CSc1nc(O)cc(=O)n1C1CCCC1)Nc1cccc(Cl)c1Cl	-0.9	1	-18	14	87	-3	-1	-1	-1
Cc1c(C)c2cc(Cl)c(OC(C)C(=O)NCCN3CCOCC3)cc2oc1=O (stereo not drawn)	-1.5	2	3	-3	106	3	-2	-1	-7
CS(=O)(=O)N1CCN(C(=O)c2ccncc2)CC1	-1.4	1	4	-2	96	0	-30	-6	8
Cc1nnc(NC(=O)CSc2nnc(C)n2Cc2ccccc2)s1	0.9	2	1	2	104	-4	28	0	-20
COc1ccc(OCCn2c(C)c(/C=N/n3cnnc3)c3ccccc32)cc1	0.0	3	10	1	85	7	-1	-2	2
COc1ccc(Cl)cc1C(=O)NCCc1ccc(S(=O)(=O)NC(=O)NC2CCCCC2)cc1	1.4	10	5	-1	102	0	9	1	3
CCOc1ccccc1/C=C/c1onc(C)c1S(=O)(=O)N1CCC(C(=O)N2CCCCCC2)CC1	5.4	17	10	8	98	2	14	-5	-3
CCOC(=O)c1ccc(N2C(=O)CC(N3CCC(C(N)=O)(N4CCCCC4)CC3)C2=O)cc1 (stereo not drawn)	0.8	1	-10	-1	92	-2	9	-2	-6
COC(=O)CCC(=O)OC1(C)C(=O)C=C2C=C(C3CC3)N(CC3CC3)C=C2C1=O (stereo not drawn)	12*	-2	2	0	98	-4	-3	-5	4
CCC(=O)c1ccc(OCC(=O)OCC(=O)NC2CCCCCCC2)cc1	2.1	-1	4	-5	113	-13	-13	-1	-11
O=C(O)c1cccc(S(=O)(=O)Nc2ccccc2C(=O)NCCc2ccccc2)c1	0.1	5	-7	-1	96	-2	-4	1	1
CCOC(=O)C1(Cc2cccc(OC)c2)CCN(Cc2ccc(OC)c(O)c2)CC1	0.4	-5	-6	2	96	2	6	1	7
COc1ccccc1C(=O)NCC(=O)OCC(=O)c1ccc(Cl)s1	3.6	-1	11	-6	91	-29	-5	2	1
Cc1cccc(Cn2cnc3c(nnn3Cc3ccc(Cl)cc3)c2=O)c1	0.6	9	-2	6	93	1	2	0	12
Cc1sc2ncnc(SCC(=O)c3ccc4c(c3)OCCO4)c2c1-c1ccccc1	2.0	-72	1	6	108	-1	-13	1	19
COc1cc(NC(=O)COC(=O)Cc2ccc(-c3ccccc3)cc2)cc(OC)c1	3.7	1	-3	1	89	-2	8	1	11
CC(C)N1CCN(Cc2nc(-c3ccccc3)cs2)CC1CCO (stereo not drawn)	2.6	-17	-13	-4	130	20*	14	1	0
Cc1cc2nnc(SCC(=O)NC3CCCCC3)n2c(N)n1	-2.0	0	16	-4	97	2	-1	-3	10
CCn1c(=O)cc(OCC(=O)NCCCN2CCC(C)CC2)c2ccccc21	1.3	-3	-1	0	94	0	2	1	-8
CN(C)CCNC(=S)Nc1ccccc1C(C)(C)C	2.5	-1	3	-2	81	1	43	-1	6
COc1ccc(NC(=O)CCN2C(=O)c3ccccc3C2=O)cc1	-0.4	-3	-18	0	104	-2	-5	0	0
O=C(NCc1nnc2c(C(F)(F)F)cc(Cl)cn12)c1cccs1	2.2	-3	-6	4	92	-1	8	2	-16
Cc1nn(-c2ccccc2)c2[nH]c(=O)cc(C(F)(F)F)c12	1.7	7	-8	-1	106	0	-13	-2	7
O=C(c1cn(-c2ccccc2)nc1-c1cccnc1)N1CCCC(C(F)(F)F)C1 (stereo not drawn)	3.7	-3	-17	-4	113	-1	1	-1	-8
CCSc1ncc(Cl)c(C(=O)Nc2sc3c(c2C(=O)NCc2cccnc2)CCCC3)n1	1.6	0	5	-5	102	-2	-50	-2	-1
CCOC(=O)C1(Cc2ccccc2)CCCN(CCCn2cccn2)C1 (stereo not drawn)	0.6	2	2	-2	106	-2	-2	6	14
Cc1cc(C)n(C(C)CC(=O)Nc2ccc3c(c2)OCO3)n1 (stereo not drawn)	0.6	12	2	2	99	-2	-21	0	5
CCC(=O)c1cn(CC(=O)NCc2cccnc2)c2ccccc12	2.9	-2	-18	0	91	4	9	-2	3
Cc1ccc(NC(=O)CC2S/C(=N/N=C/c3c[nH]c4ccccc34)NC2=O)cc1 (stereo not drawn)	-0.5	-7	12	14	110	10	7	1	7
CCOc1ccccc1OCCCOc1ccc(C)cc1Br	0.8	-7	-3	2	103	-3	5	-1	-2
CCOc1ccc(NC(=O)N2CC=C(n3c(=O)[nH]c4ccccc43)CC2)cc1	2.4	0	0	-1	87	6	1	-1	6
CCOc1ccccc1NS(=O)(=O)c1cc2c3c(c1)C(C)C(=O)N3CCC2 (stereo not drawn)	1.0	4	-8	-4	97	0	-7	0	0
Cc1ccc(-n2nc3c(=O)n(CC(=O)NC4CCCCC4)nc(C)c3c2C)cc1	-3.2	-3	-5	-2	89	4	-7	-5	-6
O/N=C/c1ccccc1OCc1ccc(Cl)cc1	3.2	5	6	2	115	4	6	-3	-1
Nc1c(Cl)ncnc1NCCO	-2.6	2	-1	-4	153	-5	-3	-5	-8
O=C(Nc1ccncc1)C1CCN(S(=O)(=O)c2cccs2)CC1	1.1	-3	2	-6	99	-3	4	-3	-3
CN(C(=O)c1cccc(C#N)c1)c1nnc(-c2cnccn2)s1	1.8	2	13	0	107	0	-5	4	2

Quoted from the listing.
In CR mimetic SO, O/N=C/c1ccccc1OCc1ccc(Cl)cc1 is entered as 115
In HCV core dimer, Cc1ccc(NC(=O)CC2S/C(=N/N=C/c3c[nH]c4ccccc34)NC2=O)cc1 (stereo not drawn) is entered as -7
In ZTA counter, CCC(=O)c1cn(CC(=O)NCc2cccnc2)c2ccccc12 is entered as -18
In ZTA counter, CCOc1ccc(NC(=O)N2CC=C(n3c(=O)[nH]c4ccccc43)CC2)cc1 is entered as 0
In TPT1 inh, CCOC(=O)C1(Cc2ccccc2)CCCN(CCCn2cccn2)C1 (stereo not drawn) is entered as 6
